Screens deposited in PubChem by several laboratories.
KOR beta-arrestin-1 = kappa opioid receptor blockers – cell-based, luminescence, uHTS (AID 1778). KOR beta-arrestin recruitment, luminescence, antagonist mode; higher % means a stronger effect. one-dose inhibition, % at 10 µM; IC50 in µM for titrated hits. hit rate 0.091% among 290,000; in the data active = inhibition above about 50%; note: strong numbers were not always called active
NOD1 NF-kB reporter = NOD1 signaling inhibitors, primary screen, cell-based, luminescence, uHTS (AID 1578); NOD1-driven NF-kB luciferase reporter cells, luminescence; higher % means a stronger effect; one-dose inhibition, % at 4 µM; EC50 in µM for titrated hits; hit rate 1% among 290,000; in the data active = inhibition mostly above about 36%, no sharp cut-off; inactive = mostly below about 34%;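 note: HEK-293T reporter cells stimulated with the NOD1 agonist gamma-tri-DAP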
UTI89 phage lysis = protection from phage-mediated lysis, alamar blue read-out – E. coli UTI89, K1F phage, bacterial capsule biogenesis inhibitors (AID 488966); E. coli UTI89 K1F phage lysis, alamar blue, 2 h; higher % means a stronger effect; inhibition, % at 100 µM; hits with a dose series show IC50 in µM; hit rate 0.02% among 340,000;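 active = phage lysis inhibition, versus mean bacterial control, above a set limit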;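 note: capsule biogenesis inhibitors block K1F phage lysis so surviving cells raise fluorescence; higher fluorescence means more inhibition of phage lysis; actives were called in the ten point dose series up to 300 µM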
GPR55 activation = selective activators of receptor GPR55 – imaging, U2OS cells, beta-arrestin-GFP redistribution, primary screen (AID 1961). U2OS GPR55 beta-arrestin-GFP redistribution imaging; higher % means a stronger effect. activation, % at 10 µM, or EC50 in µM where a hit was titrated. hit rate 0.048% among 290,000;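 active = activation above 40% with more than 50 cells counted in the well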;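 note: U2OS osteosarcoma cells stably expressing GPR55 and beta-arrestin-GFP; plate controls were DMSO negative control for no effect and LPI positive control for full effect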
GPR55 antagonists = GPR55 antagonists blocking LPI-driven arrestin recruitment, primary screen, imaging, U2OS, beta-arrestin-GFP, LPI agonist (AID 2013); U2OS GPR55 beta-arrestin-GFP translocation imaging, LPI antagonism; higher % means a stronger effect; inhibition, % at 10 µM, or IC50 in µM where a hit was titrated; hit rate 0.13% among 290,000;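 active = spots per cell inhibited over 60%, with over 100 cells counted and total cytoplasm intensity under 500,000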;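 note: U2OS cells stably carrying GPR55 and arrestin-GFP stimulated by 5 µM LPI near EC80; imaged beta-arrestin-GFP aggregate spots per cell after agonist stimulation; plate controls were LPI-stimulated DMSO wells for no effect and DMSO wells without LPI for full effect; some results filed as inactive read as strong as hits; confirmed hits need IC50 under 10 µM and bright autofluorescent wells are also inconclusive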
NTR1 ag = agonists of NTR1, primary screen, imaging, U2OS cells, beta-arrestin-GFP, high content (AID 493036). P30989. NTR1-U2OS beta-arrestin-GFP spot imaging, agonist mode. activation, % at 20 µM. hit rate 0.17% among 330,000;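 active = activation at or above 40% of the spot to cytoplasm intensity ratio, with at least 20 cells analyzed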;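 note: 0% = DMSO without peptide and 100% = 100 nM NTR1 peptide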
Target sequence (P30989 whole entry, looked up): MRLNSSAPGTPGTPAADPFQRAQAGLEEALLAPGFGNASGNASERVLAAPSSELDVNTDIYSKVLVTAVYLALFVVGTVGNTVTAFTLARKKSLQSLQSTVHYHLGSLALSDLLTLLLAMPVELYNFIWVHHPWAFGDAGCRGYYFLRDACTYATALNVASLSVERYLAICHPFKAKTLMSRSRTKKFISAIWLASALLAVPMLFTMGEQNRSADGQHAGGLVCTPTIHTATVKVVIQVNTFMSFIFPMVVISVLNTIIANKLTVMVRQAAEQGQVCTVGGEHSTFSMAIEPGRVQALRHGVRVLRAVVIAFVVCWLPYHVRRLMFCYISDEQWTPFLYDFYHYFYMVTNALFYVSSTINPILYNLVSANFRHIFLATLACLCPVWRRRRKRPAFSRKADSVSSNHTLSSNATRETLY
GPR35 antagonists = GPR35 antagonists blocking zaprinast-driven arrestin recruitment, primary screen, imaging, U2OS, beta-arrestin-GFP, zaprinast agonist (AID 2058) | U2OS GPR35 beta-arrestin-GFP translocation imaging, zaprinast antagonism; higher % means a stronger effect | hit rate 0.052% among 290,000 | inhibition, % at 10 µM, or IC50 in µM where a hit was titrated;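 active = inhibition of at least 50% with at least 30 cells and total cytoplasm GFP at most 10,000,000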
KOR beta-arrestin-2 = kappa opioid receptor activators – cell-based, luminescence, uHTS, primary screen (AID 1777). hit rate 0.02% among 280,000. activation, % at 10 µM, or EC50 in µM where a hit was titrated. KOR beta-arrestin recruitment, luminescence; higher % means a stronger effect; in the data active = activation above about 50%, passing the limit was not always enough; note: a part of the inactive calls stands beside numbers as strong as those of hits
Rac1 GTP hydrolysis = MgcRacGAP GTPase-activating activity inhibitors, confirmation, biochemical, ADP Hunter fluorescence | hit rate 0.6% among 340,000 | MgcRacGAP-stimulated Rac1 GTP hydrolysis, ADP Hunter fluorescence; higher % means a stronger effect; GST-tagged Rac1 F28L mutant substrate | inhibition, % at 30 µM; hits with a dose series show IC50 in µM;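 active = first-screen hits whose inhibition reached a set limit at any dose in the follow-up dose series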;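 note: fluorescence reports GDP produced by GAP-driven GTP hydrolysis; strong numbers were not always called active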
NTR1 ag cell count 20 µM = second read-out of NTR1 ag, no call of its own (marks repeat the call); cell count; measured here: cell count, cytotoxicity flag
An asterisk follows results filed as active; nt = not tested or not shown; [ ] = remark or other dose. Not all compounds are listed (hit frequency here may not be typical).

molecule,KOR beta-arrestin-1,NOD1 NF-kB reporter,UTI89 phage lysis,GPR55 activation,GPR55 antagonists,NTR1 ag,NTR1 ag cell count 20 µM,GPR35 antagonists,KOR beta-arrestin-2,Rac1 GTP hydrolysis
Cc1ccnc2nc(C(=O)OCC(=O)N3CCc4ccccc43)nn12,-6%,-28%,-1.9%,-0.3%,6%,-0.1,40,1%,0.4%,-4%
CC(C)OC(=O)COc1cc(O)c2c(=O)cc(-c3ccccc3)oc2c1,3%,-15%,-0.1%,0.3%,-1%,-1.0,63,-8%,1.3%,10%
O=C(Cn1nc(CNc2ccc(Cl)cc2)[n+]2c1CCCCC2)c1ccc(Cl)cc1,-16%,-19%,3.2%[50 µM],0.3%,-2%,0.4,41,2%,-4.3%,5%
CCN1CCCC1CNC(=S)Nc1ccc(C(C)=O)cc1 (stereo not given),12%,-36%,0.9%,-0.4%,5%,0.0,23,-14%,-2.2%,6%
O=C(O)CCC(=O)N1CCN(c2nc(-c3ccccc3)c3ccccc3n2)CC1,-6%,-1%,0.2%,-0.1%,11%,-0.5,41,-3%,1.6%,7%
CCOC(=O)C1CCN(C(=O)Cn2cnc3sc(C)c(S(=O)(=O)N4CCCCC4)c3c2=O)CC1,4%,-3%,0.2%,-0.2%,6%,-0.4,35,2%,-2.3%,5%
N#Cc1ccc(C23CC4(C2)[C@H](CN(Cc2ccc(C(F)(F)F)cc2)[C@@H]4c2ccccc2)C3c2ccc(C(F)(F)F)cc2)cc1 (stereo not given in full),2%,-4%,nt,-0.1%,-11%,0.5,50,-10%,-1.5%,nt
CC(=O)N1CCCc2cc(S(=O)(=O)N3CCN(c4ccccn4)CC3)ccc21,-28%,1%,1.8%,-0.1%,5%,-7.4,60,23%,2.8%,0%
CC(C)c1ccc(NC(=O)CNCC(c2ccccc2)N(C)C)cc1 (stereo not given),-14%,-10%,0.1%,-0.2%,-4%,4.3,55,6%,nt,109µM*
CC1(C)CC(=O)C=C(NCc2ccc(C(=O)O)cc2)C1,12%,6%,-0.6%[50 µM],0.9%,5%,-0.5,44,12%,-1.6%,1%
Cc1cc(-c2cccc([N+](=O)[O-])c2)nc2ccc3ccccc3c12,-21%,-27%,0.1%,0.2%,14%,6.3,65,-11%,4.2%,5%
CCOC(=O)c1c(S(=O)(=O)N2CCCCCC2)c(C)n(C)c1C,-48%,-1%,0.1%,0.2%,-3%,1.8,53,-2%,0.2%,9%
CC(C)c1ccc(N2C(=O)CC(Sc3ncccn3)C2=O)cc1 (stereo not given),6%[20 µM],-21%,0.0%,0.7%,-14%,-0.4,65,-10%,-4.3%,2%
CCc1nnc(NC(=O)c2ccc3ccccc3n2)s1,0%,-58%,-0.1%,-0.4%,-1%,-0.1,32,1%,-3.3%,4%
O=C(Cc1coc(-c2ccc(F)cc2)n1)N1CCOCC1,-22%,-14%,0.3%,0.2%,6%,-0.3,40,-12%,1.8%,9%
COc1ccc(C(CC(=O)O)c2ccc3c(c2)OCO3)cc1 (stereo not given),-11%,0%,0.5%,-0.1%,0%,0.5,69,6%,-2.2%,8%
COC(=O)c1sccc1-n1cccc1C(=O)C(=O)N1CCCCC1,35%,-6%,3.5%,-0.1%,0%,-1.1,57,-9%,-1.6%,1%
COc1ccc(-c2c(NC(=O)c3ccco3)oc3ccccc3c2=O)cc1OC,7%[20 µM],-1%,-1.1%,-0.1%,6%,0.1,85,7%,-3.5%,10%
CCN(CC)S(=O)(=O)c1ccc2oc(C(=O)NCc3ccc(F)cc3)c(C)c2c1,17%,9%,-0.1%,-0.1%,14%,-0.8,95,-8%,-1.8%,4%
O=C(COc1ccc2c3c(c(=O)oc2c1)CCC3)c1ccc2c(c1)OCO2,0%,-15%,0.3%,-0.2%,10%,2.1,49,-13%,88%,4%

Following part
molecule,KOR beta-arrestin-1,NOD1 NF-kB reporter,UTI89 phage lysis,GPR55 activation,GPR55 antagonists,NTR1 ag,NTR1 ag cell count 20 µM,GPR35 antagonists,KOR beta-arrestin-2,Rac1 GTP hydrolysis
CCCCn1nc(NC(=O)COC)c2cc3cc(OC)ccc3nc21,14%,0%,-0.6%[50 µM],0.0%,3%,2.8,78,-5%,1.5%,16%
CCOc1ccc(S(=O)(=O)N2CCN(Cc3ccco3)CC2)cc1,-14%,-17%,0.1%,0.0%,6%,0.6,61,-4%,0.1%,6%
Cc1cc(C)nc(N2CCC(C(=O)Nc3nnc(C)s3)CC2)n1,-17%,13%,0.4%,-0.2%,-7%,-1.0,90,0%,-7.4%,3%
COc1ccc(/C=C/c2nc(S(=O)(=O)c3ccccc3)c(N(C)C)o2)cc1,4%,14%,-0.1%,-0.2%,9%,0.2,65,7%,10%,12%
CCOC(=O)c1sc(C)c(C(N)=O)c1NC1=NCCCCC1,1%,-27%,-2.3%,0.8%,3%,-1.0,81,-4%,-10%,9%
Cn1c2ccccc2c2cnn(CC(=O)Nc3cccc(F)c3)c(=O)c21,3%,-6%,1.6%[50 µM],-0.1%,2%,-0.5,86,21%,-0.3%,8%
CN(C)CCCCNCCCNC(=O)/C=N\O,3%,-10%,0.4%,-0.2%,-1%,-1.2,39,4%,-8.0%,6%
Cc1cccnc1NC(=O)C1CCCN(S(=O)(=O)c2ccc3c(c2)oc(=O)n3C)C1 (stereo not given),-23%,6%,0.0%,0.3%,10%,0.6,67,-11%,-4.5%,20%
O=C(O)C1CCN(Cc2ccccn2)CC1,-21%,-31%,-1.1%,0.3%,14%,-0.4,49,0%,4.8%,5%
Cc1cccc(N(CC(=O)NC2CCCCC2)C(=O)Cn2nnc(-c3ccc(C)o3)n2)c1,-14%,-32%,0.0%,0.6%,0%,0.5,52,-2%,-0.8%,0%
COCCOCCn1c(/C=C/c2ccccc2)nc2ccccc21,-4%,-52%,2.3%,0.2%,14%,-0.9,45,-12%,-4.5%,3%
COc1cc([N+](=O)[O-])ccc1NC(=S)Nn1cnnc1,8%,-9%,0.0%,-0.1%,8%,0.1,61,5%,0.3%,5%
CCn1c2ccccc2c2nnc(SCC(=O)c3ccccc3)nc21,-10%,nt,-0.1%,-0.1%,-9%,3.9,75,9%,0.6%,3%
Cc1cccc(N2CCN(CC(O)COc3ccccc3Cl)CC2)c1 (stereo not given),10%,2%,0.2%,0.0%,9%,-1.9,80,5%,3.0%,7%
Cc1ccc(-c2cc(C(=O)Nc3ccc(S(=O)(=O)Nc4onc(C)c4C)cc3)[nH]n2)c(O)c1,20%,10%,-0.1%,-0.1%,-6%,2.4,58,-3%,-1.1%,-1%
Nc1ccc(S(=O)(=O)C(F)(F)F)cc1N,-14%,-6%,0.6%,-0.3%,2%,3.4,51,6%,0.2%,-59%
COCCNc1nc2nonc2nc1NC(C)c1ccccc1Cl (stereo not given),-24%[20 µM],-13%,-0.1%,-0.1%,-1%,-1.4,90,-6%,nt,2%
CC(C)c1cccc(OCC(=O)Nc2ccc(S(=O)(=O)Nc3ccccn3)cc2)c1,-17%,15%,0.3%,0.2%,3%,0.9,64,-8%,-1.2%,8%
Nc1c(C(=O)O)nnn1Cc1ccccc1,-9%,-10%,0.3%,0.6%,-7%,8.3,92,15%,-4.5%,2%
CCCCOC1(c2ccccc2)OC(=O)c2ccccc21 (stereo not given),11%,1%,-1.1%,-0.1%,27%,4.5,86,20%,-0.6%,5%

Next part:
molecule,KOR beta-arrestin-1,NOD1 NF-kB reporter,UTI89 phage lysis,GPR55 activation,GPR55 antagonists,NTR1 ag,NTR1 ag cell count 20 µM,GPR35 antagonists,KOR beta-arrestin-2,Rac1 GTP hydrolysis
COC(=O)Cc1ccc(NC(=S)NCc2ccccc2OC)cc1,-26%[20 µM],-15%,1.0%,-0.1%,1%,0.6,45,-5%,nt,-2%
Nc1ccccc1Sc1ccc(C(F)(F)F)cc1[N+](=O)[O-],7%,-5%,-3.2%,0.2%,-3%,1.4,52,57%,-6.2%,-8%
C/C(=N\NC(=O)Cn1cc([N+](=O)[O-])cn1)c1ccco1,6%,-7%,-2.9%,-0.1%,8%,3.3,29,-6%,-1.2%,-2%
C/C(=N\NC(=O)c1cccc(S(=O)(=O)N2CCOCC2)c1)c1cc2ccccc2o1,13%,2%,0.2%,-1.9%,-1%,0.6,64,1%,2.5%,14%
CN(C(=O)c1ccc(S(=O)(=O)N2CCCC2)cc1)C1CCCCC1,-34%,-1%,-0.2%,0.2%,12%,1.9,80,9%,0.0%,4%
COc1ccccc1NC(=O)C1CCCN(S(=O)(=O)c2c(C)noc2C)C1 (stereo not given),-9%,-23%,0.3%,-0.2%,2%,0.0,76,-2%,-1.3%,1%
O=C(CCNC(=O)c1ccccc1Cl)Nc1ccncc1,-3%,-17%,0.0%,-0.1%,19%,-0.1,66,6%,-5.1%,5%
CCCCOC(=O)Cn1c(=O)c2c(nc3n2CCCCN3c2ccc(C)cc2)n(C)c1=O,20%,16%,0.0%,-0.5%,18%,-0.2,50,27%,5.2%,13%
COc1ccccc1-c1cn(S(=O)(=O)c2ccc(F)cc2)nc1N,-10%,10%,0.2%,0.2%,33%,2.2,63,2%,1.8%,5%
COCCCNC(=O)c1ccc2c(c1)ncn2-c1ccc(C)cc1C,11%,-3%,0.2%,0.0%,-8%,-0.2,75,8%,-4.6%,3%
CCCOc1ccccc1-c1nc(SCCC(=O)O)n[nH]1,8%,-21%,5.9%,0.1%,11%,-1.2,75,-8%,-0.5%,-1%
O=C(CC1C(=O)NCCN1Cc1c(F)cccc1Cl)NCc1ccccc1 (stereo not given),-34%[20 µM],-34%,-0.7%,0.2%,-2%,-0.6,42,-2%,nt,-8%
COc1ccccc1OCCNC(=O)c1cc(SC)ccc1Cl,26%,-20%,2.5%,-0.3%,10%,-1.0,47,0%,3.4%,2%
COc1ccc(CN(C)C(=O)C23CC4CC(CC(Cl)(C4)C2)C3)c(OC)c1OC,3%,-28%,-0.2%,-0.2%,-6%,0.2,47,5%,0.4%,7%
O=C(CSc1n[nH]c(=O)n1Cc1ccccc1)Nc1ccc(F)c(F)c1F,37%,39%,0.1%,0.4%,1%,-2.0,36,20%,-0.1%,4%
CC(=O)Nc1ccc(CN2CCN(Cc3ccc(C)cc3)C(CCO)C2)cc1 (stereo not given),-16%,11%,0.2%,1.3%,-4%,0.5,67,2%,-1.3%,9%
COc1ccc(OCc2cc(C(=O)NCC(C)(C)N3CCOCC3)no2)c(Cl)c1,18%,-15%,-0.1%,-0.1%,10%,-1.4,41,-8%,3.3%,4%
COc1ccc(C(=O)NC(=S)NNC(=O)c2ccccc2O)cc1,12%,3%,0.2%,-0.1%,6%,1.4,101,-6%,-2.8%,4%
